# Screens: PubChem, Sanford-Burnham Center for Chemical Genomics
# SENP1 inh: human SENP1 catalytic domain inhibitors, primary screen, biochemical, FRET, uHTS; Sentrin-specific protease 1 (Homo sapiens), Q9P0U3; recombinant SENP1 catalytic domain, CyPet-SUMO1-YPet FRET cleavage; inhibition, % at 10 µM; actives 0.21% (n = 360,000); AID 624204, 2012;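 active = inhibition at least 30% at 10 µM, raw YFP signal under a set limit, fluorescence ratio 0.5 to 1.5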;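 also: 0% = enzyme with DMSO and 100% = no enzyme wells; some results filed as inactive read as strong as hits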
# Target sequence (Q9P0U3 419-644 limits assumed): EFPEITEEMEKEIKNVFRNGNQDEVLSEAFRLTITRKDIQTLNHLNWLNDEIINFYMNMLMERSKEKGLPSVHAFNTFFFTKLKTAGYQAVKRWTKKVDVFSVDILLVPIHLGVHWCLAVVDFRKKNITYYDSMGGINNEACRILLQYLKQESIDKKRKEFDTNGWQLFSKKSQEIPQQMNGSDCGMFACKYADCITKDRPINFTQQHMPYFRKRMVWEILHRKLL
#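 System: Recombinant human SENP1 catalytic domain, His6-tagged | Incubation: Enzyme reaction for 50 min at room temperature, dark | Medium: Tris pH 8 with BME, BSA, NP40 and catalase | Also added: 25 nM SUMO1 FRET substrate | Compound: 10 µM single point, 0.5% DMSO | Measured by: FRET fluorescence in CFP and YFP emission channels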
# NLRP3 yeast inh: NALP3 inflammasome inhibitors in reconstituted yeast, primary screen, luminescence, uHTS. Yeast reconstituted NLRP3/ASC/caspase-1, beta-gal luminescence, 24 h. inhibition, % at 10 µM. actives 0.39% (n = 330,000);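 active = inhibition of 50% or more; inactive = inhibition below 50%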;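 also: plate controls were induced DMSO wells for no effect and uninduced yeast grown without galactose for full effect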
# hIAP activ: human IAP activators, primary screen, biochemical, luminescence, uHTS; Intestinal-type alkaline phosphatase (Homo sapiens), P09923; purified human IAP, CDP-Star luminescence, 30 min; stronger effect = higher value; 1 = vehicle-only enzyme, 0 = enzyme-free background; activation factor at 10 µM; actives 0.16% (n = 330,000); AID 2524, 2010;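 active = activation factor of the enzyme at least 2-fold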; also: the source names both 10 and 20 µM as test concentration; values of inactives mirror those of a sister screen read the other way
# hIAP inh: human IAP inhibitors, primary screen, biochemical, luminescence, uHTS. Intestinal-type alkaline phosphatase (Homo sapiens), P09923. purified IAP, CDP-Star luminescence, 30 min. inhibition, % at 10 µM. actives 0.12% (n = 330,000). AID 2544, 2010;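 active = inhibition reaching a set limit with compound at 10 µM in the primary screen, cut at about 35% in these data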;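 also: plate controls were DMSO wells with enzyme for no effect and no-enzyme buffer wells for full effect; values of inactives mirror those of a sister screen read the other way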
# APOBEC3G inh: APOBEC3G DNA deaminase inhibitors, primary screen, biochemical, fluorescence, single-stranded DNA substrate, uHTS; DNA dC->dU-editing enzyme APOBEC-3G (Homo sapiens), Q9HC16; recombinant A3G, ssDNA deamination FAM/TAMRA fluorescence; inhibition, % at 20 µM; actives 0.28% (n = 330,000);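 active = inhibition of at least 40% at 20 µM, with no more than 30% in the related APOBEC3A deaminase screen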;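 also: plate controls were DMSO wells with A3G for no effect and wells lacking A3G enzyme for full effect; some compounds called inactive have numbers as strong as hits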
# Target sequence (Q9HC16 whole entry, looked up): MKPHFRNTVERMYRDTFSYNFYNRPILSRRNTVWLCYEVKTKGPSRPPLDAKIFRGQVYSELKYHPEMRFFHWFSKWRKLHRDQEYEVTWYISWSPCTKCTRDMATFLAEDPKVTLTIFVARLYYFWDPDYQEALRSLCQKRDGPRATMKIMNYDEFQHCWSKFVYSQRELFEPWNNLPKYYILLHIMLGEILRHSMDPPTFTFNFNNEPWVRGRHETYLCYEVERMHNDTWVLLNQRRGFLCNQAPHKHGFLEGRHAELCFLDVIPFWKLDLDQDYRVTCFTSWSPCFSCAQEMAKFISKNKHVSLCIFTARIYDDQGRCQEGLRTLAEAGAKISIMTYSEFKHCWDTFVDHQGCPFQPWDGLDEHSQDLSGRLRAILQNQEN
# mIAP act: activators of mouse IAP, primary screen, biochemical, luminescence, uHTS; muIAP, CDP-Star luminescence, 30 min; stronger effect = higher value; 1 = vehicle-only enzyme signal, 0 = enzyme-free wells; activation factor at 10 µM; actives 0.24% (n = 330,000);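 active = activation factor of at least 2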; also: the source names both 10 and 20 µM as test concentration; values of inactives mirror those of a sister screen read the other way
#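 also added = chemiluminescent substrate CDP-Star | test system = mouse IAP enzyme | signal = chemiluminescence readout | compound = DMSO-dissolved test compounds | incubation = 30 min at room temperature | benchmarks = DMSO wells, no-enzyme wells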
# APOBEC3A inh: APOBEC3A ssDNA deaminase inhibitors, primary screen, selectivity assay for APOBEC3G inhibitor project, biochemical, FAM/TAMRA oligo cleavage fluorescence; inhibition, % at 20 µM; actives 0.41% (n = 330,000); recombinant A3A, FAM/TAMRA ssDNA deamination fluorescence;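 active = at least 40% inhibition at 20 µM here, with at most 30% in a related deaminase screen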;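 also: plate controls were A3A with DMSO for no effect and wells lacking A3A enzyme for full effect; some results filed as inactive read as strong as hits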
# Target sequence (P31941 whole entry, looked up): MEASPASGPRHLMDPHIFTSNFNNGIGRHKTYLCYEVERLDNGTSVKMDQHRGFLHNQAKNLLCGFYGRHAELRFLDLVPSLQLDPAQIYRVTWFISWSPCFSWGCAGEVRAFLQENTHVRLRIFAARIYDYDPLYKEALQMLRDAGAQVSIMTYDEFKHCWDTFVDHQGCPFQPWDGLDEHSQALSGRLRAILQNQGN
# beta cell repl: inducers of MIN6 beta-cell proliferation, primary screen, ATP luminescence, uHTS; MIN6 cells proliferation, ATPlite luminescence, 48 h; cells starved in 0.2% serum; 100% = growth in 10% serum; proliferation, % at 10 µM; actives 0.29% (n = 330,000); AID 2380, 2010;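 active = compounds whose signal lies at least 3.5 SD above the mean of all wells on their plate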;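 also: 0% = DMSO-treated cells in low-serum medium and 100% = 10% serum control; some compounds called inactive have numbers as strong as hits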
# mIAP inh: inhibitors of mouse IAP, primary screen, biochemical, luminescence, uHTS; inhibition, % at 10 µM; AID 2806, 2010; purified mouse IAP, CDP-Star luminescence, 30 min; intestinal alkaline phosphatase [Mus musculus]; actives 0.2% (n = 330,000);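 active = inhibition of at least 40% at 10 µM in the primary screen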;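 also: plate controls were DMSO with enzyme for no effect and no enzyme wells for full effect; values of inactives mirror those of a sister screen read the other way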
# Numbers without * were called inactive; nt = no result given. Not all compounds are listed; count on the stated rates, not on these rows.
SMILES,SENP1 inh,NLRP3 yeast inh,hIAP activ,hIAP inh,APOBEC3G inh,mIAP act,APOBEC3A inh,beta cell repl,mIAP inh
CC1(C2CC2)NC(=O)NC1=O (configuration not stated),1.0,7.7,0.982,1.8,-0.3,1.07,0.9,-1.7,-6.8
O=C1CCCC/C=C\C[C@H](CC(=O)N(CCO)Cc2ccccc2)C(=O)NCCO1,-0.1,17.6,1.15,-14.8,-5.7,0.943,-0.9,-4.0,5.7
CCCCCC(=O)NC(NC(=S)NC1CCS(=O)(=O)C1)C(Cl)(Cl)Cl (configuration not stated),1.3,5.8,1.22,-21.5,-5.3,1.09,-0.1,-2.3,-8.9
COc1cccc(CNC(=O)C2Cc3ccccc3CN2C(C)=O)c1 (configuration not stated),0.8,15.6,1.05,-4.9,-6.6,1,1.3,-3.4,0.0
Cc1cc(C)cc(-n2c(C)nc3cc(C(=O)O)ccc32)c1,1.3,-2.1,0.895,10.5,-4.4,1.09,0.4,-4.1,-9.5
CCC(C)c1ccc(C(C)NC(=S)NC2CCCCC2)cc1 (configuration not stated),3.8,30.6,3.56*,-256.0,-5.8,4.7*,-4.1,-6.9,-370.0
Fc1ccc(-c2ccnc3nc(N4CCN(c5ccccc5)CC4)nn23)cc1,2.2,3.6,0.922,7.8,0.7,0.964,3.5,-2.4,3.6
O=C1c2cccc3c([N+](=O)[O-])c(O)cc(c23)C(=O)N1Nc1ccccc1,15.0,5.2,0.794,20.6,3.3,0.962,3.8,-2.2,3.8
CC1Sc2ccc(S(=O)(=O)N3CCC(C(=O)NCc4ccccc4)CC3)cc2NC1=O (configuration not stated),0.1,16.1,1.38,-38.4,-5.4,1.08,-3.7,3.7,-8.3
CCSc1ncc(Cl)c(C(=O)Nc2sc3c(c2C(=O)NCc2cccnc2)CCCC3)n1,40.6*,5.6,0.805,19.5,-7.1,0.852,-2.3,-1.8,14.8
CCSC1=N/C(=C/c2ccsc2)C(=O)N1c1ccccc1,-10.6,-31.6,0.936,6.4,-5.6,0.902,1.8,-3.2,9.8
COc1ccc(C(=O)OCCN2C(=O)c3ccccc3C2=O)cc1,2.6,37.6,0.96,4.0,-3.6,1.02,-2.2,-1.3,-2.2
COc1ccc(CC(=O)Nc2nnc(CC(C)C)s2)cc1S(=O)(=O)N1CCOCC1,-0.4,11.4,0.839,16.1,-9.3,0.955,0.2,3.5,4.5
O=C(Nc1ccc(F)cc1)C1CCN(c2nnnn2-c2ccccc2)CC1,-0.5,1.1,0.977,2.3,-1.1,1.11,0.8,-2.7,-11.2
COc1cccc(-c2ccc(=O)n(CC(=O)Nc3cc4c(cc3NC(C)=O)OCCO4)n2)c1,1.1,-10.6,1.04,-4.0,2.2,1.02,4.2,-0.1,-1.9
N#CC1=C(N)OC2=C(CC/C2=C\c2ccccc2Cl)C1c1ccccc1Cl (configuration not stated),-23.7,1.3,0.986,1.4,-6.3,0.962,-2.9,-6.0,3.8
CCC(=O)N1c2ccccc2-c2nnc(SC)nc2OC1c1ccc(N(C)C)cc1 (configuration not stated),0.0,0.6,0.97,3.0,0.9,1.06,1.1,-1.8,-6.1
C=CCN(C(=O)Nc1ccc(F)cc1)C1CC(=O)N(c2ccc(OC)cc2)C1=O (configuration not stated),-0.3,6.0,0.897,10.3,0.8,1.08,2.9,-3.0,-8.2
CC(C)C(=O)N1CCN(c2ccc(NC(=O)c3cccs3)cc2Cl)CC1,0.6,13.0,0.98,2.0,-5.1,1.02,0.5,-3.4,-1.8
C=CCNC(=O)c1ccc([N+](=O)[O-])c(Cl)c1,2.0,4.6,1.2,-19.7,3.4,1,-0.6,-1.0,-0.3

# Structures from the list above that contain an aryl thioether with sulfur outside any ring:
SMILES,SENP1 inh,NLRP3 yeast inh,hIAP activ,hIAP inh,APOBEC3G inh,mIAP act,APOBEC3A inh,beta cell repl,mIAP inh
CCSc1ncc(Cl)c(C(=O)Nc2sc3c(c2C(=O)NCc2cccnc2)CCCC3)n1,40.6*,5.6,0.805,19.5,-7.1,0.852,-2.3,-1.8,14.8
CCC(=O)N1c2ccccc2-c2nnc(SC)nc2OC1c1ccc(N(C)C)cc1 (configuration not stated),0.0,0.6,0.97,3.0,0.9,1.06,1.1,-1.8,-6.1

# Going on with the list:
SMILES,SENP1 inh,NLRP3 yeast inh,hIAP activ,hIAP inh,APOBEC3G inh,mIAP act,APOBEC3A inh,beta cell repl,mIAP inh
COC(=O)c1cn(NC(=O)c2cccc(OC)c2)c(=O)c2ccccc12,1.9,11.8,1.1,-10.0,-7.6,1.04,-2.6,-1.2,-4.1
Cc1ccc(S(=O)(=O)N2CCN(C(=O)Cn3nc(C)c([N+](=O)[O-])c3C)CC2)c(C)c1,1.0,12.8,0.698,30.2,-2.3,1.1,-0.6,1.6,-10.2
O=C(COC(=O)COc1ccc(Cl)cc1)Nc1ncc(Br)s1,3.9,11.2,1.23,-23.3,-4.1,0.866,1.6,-3.3,13.4
COc1ccc(OC)c(-c2csc(NC(=O)C3c4ccccc4Oc4ccccc43)n2)c1,0.1,-7.4,1.04,-3.7,-1.7,1.68,6.7,-3.5,-67.8
c1cnc2ncc3sccc3c2c1,-0.1,15.0,1.03,-3.4,-8.7,0.966,-2.4,-1.9,3.4
CC1CCCC(C)N1/N=C/c1ccccc1F (configuration not stated),0.5,-4.6,1.06,-6.4,-8.7,0.953,-4.5,1.2,4.7
COc1cc(-c2[nH]ncc2CN(C)Cc2cc(C)[nH]n2)cc(OC)c1OC,1.1,3.4,1.15,-14.8,-0.9,1.04,1.6,-1.6,-4.0
CC(C)CN1CCN(CC#Cc2ccccc2)CC1CCO (configuration not stated),-3.3,9.6,0.848,15.2,-8.5,0.99,-2.4,0.8,1.0
CCc1ccc(N2CC(C(=O)Nc3cc(C)ccc3F)CC2=O)cc1 (configuration not stated),-1.4,13.1,0.999,0.1,-2.9,1.03,-1.3,-0.6,-3.5
COc1ccc(Nc2cc(C)nc(NCc3ccccc3)n2)cc1,1.3,39.1,0.975,2.5,-1.8,1.14,0.9,-3.8,-14.2
Cc1ccc(S(=O)(=O)N2CCN(S(=O)(=O)c3ccccc3Br)C2=O)cc1,0.6,nt,nt,nt,3.7,0.958,8.5,nt,4.2
Cc1c(NC(=O)C(C)Sc2nc3ccccc3c(=O)n2CCO)c(=O)n(-c2ccccc2)n1C (configuration not stated),1.5,8.6,0.945,5.5,-1.3,1.01,-0.3,-3.1,-0.8
O=C(O)c1ccc2c(c1)OCCO2,2.2,0.9,1.03,-3.3,-1.5,1.04,-2.6,-0.5,-3.7
COc1cccc(NC(=O)Nc2cc(NC(=O)Nc3cccc(OC)c3)c(C)nc2C)c1,2.4,-4.1,1.19,-18.8,-4.0,2.03*,0.7,-1.4,-102.7
COc1cccc(C(=O)NCCS(=O)(=O)NCc2cccs2)c1,0.5,12.9,1.15,-14.9,3.5,0.965,-4.0,-2.2,3.5
CC(OC(=O)c1ccc2c(c1)OCCO2)C(=O)c1ccccc1 (configuration not stated),3.0,26.9,0.917,8.3,-7.4,1.04,-2.5,-3.2,-3.9
Cc1nc(CN(C)C(=O)CC2C(=O)NCCN2Cc2ccc(F)cc2)cs1 (configuration not stated),-12.1,-1.7,1.35,-34.7,-4.4,1.06,-0.4,-2.2,-5.8
CC(=O)c1ccc(N2C(=NC(=O)C(C)C)SC3CS(=O)(=O)CC32)cc1 (configuration not stated),1.4,-6.9,0.967,3.4,-0.3,0.98,0.5,2.3,2.0
CC/C(C)=C1\SC(N2CCN(c3cccc(C(F)(F)F)c3)CC2)=NC1=O,0.8,24.4,1.06,-5.6,-9.1,0.912,-6.2,-5.4,8.8
CN(Cc1ccccc1)Cc1c[nH]c2ccccc12,-2.8,-5.6,1.1,-9.8,1.6,0.9,6.3,-0.3,10.0
CCc1ccc(OCc2cccc(C(=O)N/N=C\c3cnn(C)c3C)c2)cc1,-0.2,6.4,1.04,-4.4,1.1,1.01,-1.2,-0.1,-0.8
O=C(CCc1ccccc1)Nc1ccccc1F,0.7,22.5,0.99,1.1,1.3,0.965,0.2,-1.9,3.5
COc1ccccc1NC(=O)c1ccc(C)s1,1.2,2.2,0.918,8.2,-6.2,0.958,0.1,-1.9,4.2
Cc1cc(C)cc(OCCN2CCOCC2)c1,1.7,30.2,0.979,2.1,-7.1,0.968,-8.6,-0.9,3.2
Cc1ccccc1Nc1nnc(SCC(=O)c2cc3ccccc3o2)s1,-8.6,22.3,0.926,7.4,-6.9,0.806,-3.6,-2.4,19.4
Cc1cc(C(=O)Nc2sccc2C(N)=O)c(C)o1,-13.5,20.7,1.04,-3.6,2.5,0.956,0.4,2.9,4.4
Cc1occc1C(=O)NCc1nc(-c2ccc(Cl)cc2)no1,1.1,-2.2,1.04,-3.7,-10.8,1.05,-2.6,-0.5,-4.7
Cc1onc(C(=O)/C=C/N(C)C)c1C(=O)Nc1nccs1,-1.6,22.8,0.89,11.0,-3.3,1.11,-0.6,2.1,-11.4
Cc1ccc(C)c(NC(=O)c2ccccc2NC(=O)C2CCCO2)c1 (configuration not stated),0.2,-12.2,0.957,4.3,-4.6,0.895,-6.3,-2.2,10.5
Cc1cccc(CCN(CC(=O)NCc2ccc(F)cc2)C(=O)c2csnn2)c1,6.5,8.2,0.831,16.9,-11.8,0.99,-4.1,0.7,1.0
O=C(COC(=O)c1cc(S(=O)(=O)N2CCOCC2)c(Cl)cc1Cl)c1ccc[nH]1,-1.1,16.1,0.994,0.6,1.0,0.958,5.1,-8.1,4.2
Cc1ccccc1NC(=O)N1CCC(NC(=O)C2CCCCC2)CC1,1.2,12.2,1.02,-2.0,-6.0,1.04,0.8,-0.9,-4.2
Cn1cc(Cl)c(-c2nc3ccccc3[nH]2)n1,0.6,6.6,1.01,-1.1,-0.6,1.04,-7.4,-3.7,-3.7
CCCn1c(SCC(=O)N2CCCC(C)C2)nnc1-c1ccccn1 (configuration not stated),1.8,-13.2,1.04,-3.7,-3.7,1.04,-1.0,-0.1,-4.3
COc1ccc(OC)c(/C=N/c2oc(-c3ccco3)c(-c3ccco3)c2C#N)c1,17.9,-18.7,0.894,10.6,11.0,0.673,22.4,-0.8,32.7
CC(C)c1ccc(NC(=S)Nc2cccc3ccccc23)cc1,-33.9,21.7,0.817,18.3,-3.0,1.01,-5.0,-7.6,-0.6
